# Bioassay records as filed in PubChem BioAssay.
# PfHsp90 set2 – inhibits growth of yeast expressing Plasmodium falciparum Hsp90; S. cerevisiae expressing PfHsp90, BacTiter-Glo ATP, 48 h; yeast lacking PDR1 and PDR3 efflux regulators; inhibition, % at 9.4 µM; 0.32% of 310,000 active;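 active means every replicate shows inhibition above about 80%, whatever the replicate mean, limit read from the data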;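 further: 0% = DMSO neutral controls and 100% = 20 µM radicicol positive controls; yeast relying on Plasmodium falciparum Hsp90 in place of its own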
# DSG3 Ab inh – human desmoglein-3 autoantibody binding inhibition; P32926; 0.48% of 310,000 active; DSG3-coupled beads, scFv-anti-DSG3-GFP binding, flow cytometry; active compounds read low; AID 588358; binding (percent of control), % at 10 µM;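 active means binding more than 3 SD below its plate's average and above zero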;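 further: hits lower antibody fragment binding to DSG3; some compounds called inactive have numbers as strong as hits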
# PKA-R1A activ – activates the PKA-R1A holoenzyme complex | P00514+P68181 | PKA-R1A dissociation, Cy5-IP20 fluorescence polarization; scaled: DMSO 0%, 113 µM cGMP 100% | activation, % at 11.4 µM | 0.083% of 340,000 active | AID 504707;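 active means percent activation above the mean of all tested compounds plus 3 SD, cut at about 19% in these data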;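 further: higher means more PKAc released from R1A so a rise in polarization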
# SUMO Mot1 rescue – inhibitors of SUMOylation pathway: yeast Mot1-301 growth rescue. S. cerevisiae Mot1-301 growth rescue, ATP luminescence, 38.5C; percent above DMSO median, 100 means doubled. growth rescue, % at 18.8 µM. 1% of 320,000 active;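 active means every valid replicate shows activation above 250% relative to neutral control wells; inactive means the rest, any valid replicate at or below 250%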;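 further: OY570 slx delta 5 strain wells were the positive control but not used for scaling; some compounds called inactive have numbers as strong as hits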
# AddAB inh – less growth of phage-infected E. coli with AddAB; E. coli expressing H. pylori AddAB, absorbance growth; 0.29% of 330,000 active; inhibition, % at 11.9 µM; AID 435030; in the data active means inhibition above about 12%;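 further: 0% = vehicle wells of infected cells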
# OPRM1-OPRD1 inv – mu-delta opioid heterodimer inverse agonism; cell-based MOR-DOR heterodimer luminescence; inhibition, % at 9.3 µM; 0.21% of 340,000 active; AID 504357; in the data active means inhibition above about 22%, passing the limit was not always enough;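 further: 0% = cells with DMSO and 100% = wells without cells with DMSO; values of inactives mirror those of a sister screen read the other way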
# HTR5A inv ctr – inverse agonist of human HTR5A in OPRM1-OPRD1 counter-screen; HTR5A cell line, luminescence, inverse agonism; inhibition, % at 9.3 µM; 0.083% of 340,000 active; P47898; in the data active means inhibition mostly above about 23%, no sharp cut-off; inactive means mostly below about 18%;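 further: 0% = cells with DMSO and 100% = no-cell wells with DMSO; some compounds called inactive have numbers as strong as hits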
# Target sequence (P47898 whole entry, looked up): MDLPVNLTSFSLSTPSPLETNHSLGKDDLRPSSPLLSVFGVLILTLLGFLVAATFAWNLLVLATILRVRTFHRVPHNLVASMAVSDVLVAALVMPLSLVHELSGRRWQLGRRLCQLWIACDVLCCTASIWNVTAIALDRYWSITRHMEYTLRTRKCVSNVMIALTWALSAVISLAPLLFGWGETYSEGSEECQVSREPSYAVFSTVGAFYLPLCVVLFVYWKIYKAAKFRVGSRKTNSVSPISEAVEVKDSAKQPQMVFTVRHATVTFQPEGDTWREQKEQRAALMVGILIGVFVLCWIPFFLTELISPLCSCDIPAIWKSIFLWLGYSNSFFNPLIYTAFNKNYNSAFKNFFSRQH
# phage Ecoli inh – E. coli growth loss with phage present; 0.26% of 360,000 active; growth absorbance; inhibition, % at 11.9 µM; AID 651602; in the data active means inhibition above about 11%
# MOR-DOR ag – agonists of human mu-delta opioid receptor heterodimerization; P35372+P41143; cells, OPRM1-OPRD1 heterodimerization, luminescence; activation, % at 9.3 µM; 0.3% of 340,000 active; in the data active means activation above about 18%;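 further: 0% = vehicle-treated cells and 100% = reference agonist; values of inactives mirror those of a sister screen read the other way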
# HTR5A ag ctr – counter-screen for OPRM1-OPRD1 agonists: human HTR5A agonism; P47898; HTR5A agonist assay, luminescence, cell-based; activation, % at 9.3 µM; 0.61% of 340,000 active; in the data active means activation mostly above about 9.5%, no sharp cut-off; inactive means mostly below about 7.6%;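 further: 0% = cells with vehicle only and 100% = reference agonist; strong numbers were not always called active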
# Ecoli viability – reduces bacterial viability in AddAB counter-screen; AID 449728; 0.27% of 330,000 active; inhibition, % at 11.9 µM; E. coli V3065 growth, OD600 absorbance, 18 h;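 active means inhibition above the campaign's mean inhibition across all tested compounds plus 3 SD, cut at about 9.9% in these data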;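 further: uninfected addAB+ strain grown without phage in ampicillin broth; 0% = DMSO wells and 100% = ciprofloxacin 0.95 µg/ml wells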
# An asterisk follows results filed as active; / = no result given. Not a hit list; about 3.2% have a hit in one of these screens.
Compound	MOR-DOR ag	HTR5A inv ctr	PKA-R1A activ	DSG3 Ab inh	SUMO Mot1 rescue	Ecoli viability	HTR5A ag ctr	phage Ecoli inh	OPRM1-OPRD1 inv	AddAB inh	PfHsp90 set2
Cc1cccc(-n2nc3c(c2NC(=O)c2ccc(S(=O)(=O)N4CCOCC4)cc2)CSC3)c1C	-2.6	-7	-12	101	/	/	1	-0.1	14	/	7
O=C(NC1CCS(=O)(=O)C1)c1ccc(Br)s1 (configuration not stated)	-1.9	16	-2	123	-13	-0.6	-4	2.5	10	-0.4	15
CC(C)Cc1ccc(CN2CCCC(NC(=O)Cn3cnnn3)C2)cc1 (configuration not stated)	0.5	-4	-4	102	-2	-0.2	-3	2.3	-3	0.2	-1
CCCNS(=O)(=O)c1cc(Cl)ccc1OC	-2.6	18	4	107	95	-0.9	0	1.9	13	2.0	0
COc1ccc(CCN(C)C2CCCN(S(=O)(=O)N(C)C)C2)cc1OC (configuration not stated)	-0.7	6	-10	121	-12	-0.1	-2	3.9	3	-0.4	4
C=CCn1c(SCC(=O)N(CCOC)c2c(N)n(CC(C)C)c(=O)[nH]c2=O)nc2ccccc21	-0.6	1	8	96	-8	0.7	0	3.6	4	-0.3	/
CC(C)NC(=O)c1ccccc1NC(=O)/C=C/c1ccc([N+](=O)[O-])cc1	-0.3	6	3	100	-2	-1.6	0	0.9	2	1.6	-29
OCc1nc2ccccc2n1CC(O)Cn1ccc2ccccc21 (configuration not stated)	-0.3	-2	0	101	-16	1.8	7	2.5	1	1.2	-31
CCOC(=O)N1CCN(C(=O)CCCOc2ccccc2)CC1	-2.4	-10	-11	97	-4	-0.7	-2	-0.6	14	2.1	-2
COc1ccc(C(=O)c2c[nH]c(C(=O)NCCCN3CCOCC3)c2)cc1	-2.0	-12	1	98	-7	2.5	4	3.8	9	0.7	5
COc1ccc(C(=O)Nc2ccc3c(c2)nc(CCNC(C)=O)n3C)cc1	-0.6	-20	10	105	14	0.8	-2	3.1	3	0.1	-25
Cc1cc(C)n(C(=O)CN(C)S(=O)(=O)c2ccc([N+](=O)[O-])cc2)n1	5.7	11	-5	105	22	1.7	-3	0.7	-27	0.8	6
C/C=N\NC(=O)COc1cc(C)ccc1C	/	/	/	98	2	-2.2	/	4.1	/	0.8	0
COc1cc(NC(=O)CCC(=O)c2cccs2)cc(OC)c1	-2.4	-17	13	/	-33	3.1	0	3.2	13	4.9	-11
CC(=O)Nc1ccc(NC(=O)CN(c2cccc(C)c2)S(C)(=O)=O)cc1	1.1	6	-1	98	3	-0.9	2	2.0	-6	0.3	-35
O=C(c1ccccc1F)N(Cc1ccccc1)Cc1ccccc1	2.8	2	-2	117	18	/	-1	-0.2	-13	/	-27
CC(NC(=S)Nc1ccccc1Cl)C(c1cccs1)N1CCCC1 (configuration not stated)	0.1	-6	2	97	7	-0.6	2	4.5	-1	-1.4	-44
N#Cc1ccccc1Cn1c(=O)n(Cc2ccc(C(=O)NCc3ccco3)cc2)c(=O)c2sccc21	-3.2	1	-1	102	0	-1.3	0	2.1	16	1.7	6
COC(=O)CNC(=O)Cn1nc(C)c([N+](=O)[O-])c1C	-1.6	-10	9	112	-10	0.2	4	-0.8	8	2.8	/
COc1ccc(NC(=O)c2ccccc2Cl)cc1NC(=O)CN1CCOCC1	0.7	-15	-9	99	/	2.3	6	2.7	-4	0.2	2
Cc1ccnc(NC(=O)C2CCN(S(=O)(=O)c3ccc(Cl)c(C(F)(F)F)c3)CC2)c1	1.1	-1	-7	99	-10	1.0	0	0.6	-6	-3.6	/
CCOC(=O)c1cc(-c2ccc([N+](=O)[O-])cc2)nc2c1c(=O)[nH]c(=O)n2Cc1ccccc1	-0.2	-10	-4	/	20	3.8	4	1.3	1	1.0	1
Cc1nn(C)cc1S(=O)(=O)N1CCN(Cc2cccc(Cl)c2)CC1	-2.2	1	3	97	271	1.2	0	4.2	12	5.2	8
Nc1ccc(CSc2ccc(Cl)cc2)c(Cl)c1	-1.9	-16	-8	98	/	/	4	-2.5	10	/	19
CCN(CC)S(=O)(=O)c1ccc(Cl)c(C(=O)OC2CC(C)OC2=O)c1 (configuration not stated)	2.9	-4	3	116	-9	-1.3	11	1.4	-15	1.8	22
O=C(NCCc1ccc(Cl)cc1)C1CCN(S(=O)(=O)c2ccc(Br)s2)CC1	-1.3	-11	-3	110	-12	1.2	5	2.8	7	0.2	/
CCOC(=O)N1CCN(S(=O)(=O)c2ccc(C(=O)Nc3nc4ccc(F)cc4s3)cc2)CC1	-0.5	10	-5	109	12	-2.7	-3	4.0	3	1.7	-26
CN1CCN(C(=O)/C(=C/c2cn(S(=O)(=O)N(C)C)c3ccccc23)NC(=O)c2ccccc2Cl)CC1	-1.2	15	-10	/	-4	0.0	-1	3.6	6	2.6	-11
CCC(=O)N1CCN=C1SCc1ccc(F)cc1	-2.6	12	-4	/	2	0.4	-4	2.0	14	3.0	9
Cn1c(N)c(C(=O)COC(=O)Cc2ccsc2)c(=O)n(C)c1=O	3.4	-17	-2	105	/	-2.3	0	1.0	-19	0.3	-22
COC(=O)c1cc(C(=O)Nc2ccc(S(=O)(=O)NC(C)(C)C)cc2)cc([N+](=O)[O-])c1	6.7	14	5	101	166	0.9	-6	4.1	-36	3.2	18
C=CCn1c(COc2ccc(Cl)cc2)nnc1SCC(=O)N/N=C/c1cccc(O)c1	2.0	-9	-3	109	-10	-0.9	3	2.5	-9	3.3	-2
CC(C)(C)c1ccc(-c2noc(CNC(=O)c3ccco3)n2)cc1	-0.1	-7	-1	95	-10	7.0	7	8.0	1	10	3
CCOc1ccccc1C1C(C(=O)Nc2ccccc2OC)=C(C)Nc2nnnn21 (configuration not stated)	0.0	10	-4	104	-11	3.6	-3	3.3	0	4.5	-2
NS(=O)(=O)c1cc(C(=O)OCC(=O)Nc2ccc3[nH]c(=O)[nH]c3c2)ccc1Cl	0.9	21	-3	104	-6	0.7	-5	1.2	-3	3.9	/
CC(=O)N1CCOc2ccc(S(=O)(=O)N3CCC(C(=O)NCc4ccc(F)cc4)CC3)cc21	-3.6	15	-9	103	25	2.9	-5	0.2	18	1.6	10
O=C(COc1ccc(S(=O)(=O)NC2CCCCC2)cc1)NCc1ccccn1	-0.7	10	2	105	-6	-0.1	-1	1.4	4	-0.6	9
Nc1ncccc1OCc1ccc(Br)cc1	-1.0	-4	5	/	18	2.4	2	1.8	4	1.9	20
Cc1ccc(-c2noc(CCC(=O)NC3CCCC3)n2)cc1	0.2	-8	5	100	-15	-2.1	3	1.4	-1	3.2	3
COc1ccc(-c2nnc(SCC(=O)N3CCc4ccccc4C3)o2)cc1	-0.5	-11	-6	104	-1	-1.8	-1	2.2	3	-1.3	-12
CCCCC(=O)NC(c1ccc(N(C)C)cc1)c1ccc2cccnc2c1O (configuration not stated)	0.1	-7	-11	101	13	35*	-2	23*	-1	25*	70
CCn1cc(C2=NOC(C(=O)Nc3ccc4c(c3)OCO4)C2)c(C)n1 (configuration not stated)	0.0	-23	-4	92	2	-2.2	0	4.0	0	-0.3	2
CN1C(=O)NC(c2ccccc2)C2=C1CN(c1ccc3ccccc3c1)C2=O (configuration not stated)	0.3	20	-6	104	17	-2.2	-9	3.0	-1	1.4	/
Cc1c(Cl)cccc1NC(=S)NNc1ncc(C(F)(F)F)cc1Cl	-8.0	41	-16	99	-11	1.7	-8	0.0	43*	1.9	-2
O=C(Nc1ccc2ccccc2c1)c1onc2c1CCCC2	0.1	-18	4	99	-31	2.5	-2	4.7	0	1.0	-7
O=C(CC1Sc2ncnn2C1=O)Nc1ccccc1 (configuration not stated)	1.9	3	10	91	123	0.5	5	1.8	-11	3.1	9
CC(=O)c1c(C)[nH]c(C(=O)OCC(=O)Nc2cc(Cl)ccc2[N+](=O)[O-])c1C	13	-5	-3	113	-5	0.4	2	3.9	-90	-0.1	-18
CC1CCc2c(sc(NC(=O)CCCn3cnc([N+](=O)[O-])n3)c2C(N)=O)C1 (configuration not stated)	5.1	-4	2	96	-10	1.3	1	0.1	-27	1.5	-52
C/C(=N\N=C(/N)c1nonc1N)c1ccc2c(c1)OCO2	-2.5	-10	-3	107	-1	2.9	8	1.5	13	2.7	-5
COc1ccc(-c2cc(C(=O)N3CCN(c4ccccc4)CC3)no2)cc1	0.2	-13	2	108	269	-0.8	5	0.8	-1	5.1	3
CCCCCC(=O)Nc1ccc(C(=O)COC(=O)Cn2cnc3c2c(=O)n(C)c(=O)n3C)cc1	-3.9	0	-1	95	9	0.9	0	5.3	20	1.4	/
CC1=CC2=NC(=O)/C(=C\c3cccn3CCOc3ccccc3)C(=N)N2O1	-1.3	5	-8	105	26	-0.2	-2	1.4	7	-0.3	0
c1ccc2c(c1)CNC1(CCCCC1)C2	-2.9	2	-3	109	150	3.0	1	4.5	17	1.4	2
COCCN(Cc1ccccc1)C(=O)c1ccc2c(=O)n3c(nc2c1)CCC3	-3.2	-1	6	99	21	1.1	0	2.7	17	1.0	5
CCOC(=O)c1c(O)c2ccccc2n(-c2ccccc2)c1=O	-2.1	6	-3	104	4	-2.1	4	2.9	10	2.8	/
Cc1ccc(OCC(=O)Nc2nnc(S(=O)(=O)N3CCC(C)CC3)s2)cc1	-2.5	-16	-8	74*	-23	-2.1	4	1.8	12	0.3	-10
CCOC(=O)c1c(C)nn(Cc2ccccc2)c1N	-1.4	-1	0	93	5	-3.9	-2	2.8	8	3.4	8
Cc1cccc(NC(=S)NC2CC3CCCC(C2)N3Cc2cccs2)c1C (configuration not stated)	2.9	-17	3	98	7	2.7	7	3.7	-16	2.8	6
CC(=O)NC(=S)Nc1ccc(S(=O)(=O)Nc2ncccn2)cc1	-1.6	16	-2	89	-11	0.1	-5	2.4	8	0.0	-24
CCOc1ccc(C(C)=O)cc1CN1C(=O)NC2(CCCCCCC2)C1=O	-2.4	3	-4	105	1	-0.2	-1	2.9	12	-0.7	10
COC(=O)c1ccccc1NC(=O)C1CCN(S(C)(=O)=O)CC1	-0.3	8	9	110	55	2.5	4	2.3	2	1.6	0
COc1cc(OC)cc(C(=O)Nn2cc(C(=O)Nc3ccc(F)cc3F)c3ccccc3c2=O)c1	0.9	-12	-12	109	34	-0.1	3	-0.2	-5	0.2	/
Cc1noc(N)c1C1(O)C(=O)N(C(C)C)c2ccccc21 (configuration not stated)	-0.1	2	-1	93	-12	-2.2	9	3.1	0	2.0	-2
